Assay outcomes (PubChem BioAssay)
hcGAS lum = blocks human cGAS activity | recombinant h-cGAS, ATP depletion, Kinase-Glo luminescence | inhibition, % at 12.5 µM | 0.081% of 290,000 active | AID 1259398;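 further: 0% = vehicle reaction and 100% = reaction without DNA for no activity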
Target sequence (Q8N884 whole entry, looked up): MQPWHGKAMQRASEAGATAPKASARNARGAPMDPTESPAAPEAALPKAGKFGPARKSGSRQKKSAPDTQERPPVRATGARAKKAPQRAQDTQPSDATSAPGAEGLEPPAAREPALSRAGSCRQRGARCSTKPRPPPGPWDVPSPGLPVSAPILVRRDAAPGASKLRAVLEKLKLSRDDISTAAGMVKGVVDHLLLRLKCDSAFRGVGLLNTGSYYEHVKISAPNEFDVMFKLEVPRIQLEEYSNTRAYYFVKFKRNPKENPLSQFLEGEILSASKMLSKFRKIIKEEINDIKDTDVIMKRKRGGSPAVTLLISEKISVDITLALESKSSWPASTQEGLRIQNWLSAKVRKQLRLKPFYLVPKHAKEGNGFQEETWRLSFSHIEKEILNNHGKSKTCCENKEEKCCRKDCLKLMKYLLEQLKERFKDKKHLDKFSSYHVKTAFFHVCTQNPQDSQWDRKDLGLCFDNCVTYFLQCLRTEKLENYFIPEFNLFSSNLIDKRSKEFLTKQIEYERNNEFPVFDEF
NPYLR7 agonist = activates Aedes aegypti NPYLR7 receptor | HEK293T NPYLR7/Galpha15, GCaMP6s calcium fluorescence | activation, % at 10 µM | 0.15% of 270,000 active | AID 1259423; in the data active means activation above about 40%;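 further: 0% = vehicle and 100% = reference agonist at the receptor; some compounds past the cut are filed as inactive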
mcGAS inh = blocks mouse cGAS activity. Q8C6L5. recombinant cGAS, Kinase-Glo ATP depletion luminescence. inhibition, % at 12.5 µM. 0.15% of 160,000 active. AID 1259399;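 further: 0% = negative control wells and 100% = reference inhibitor with no enzyme activity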
Starred values were filed as active, the others as inactive; x = not tested or not shown; & = joins results of further samples. Unless noted, no stated cut-off is given here; in the data, active means inhibition above about 40%; inactive means the rest.

Compound	hcGAS lum	NPYLR7 agonist	mcGAS inh
Cc1cccc(CN2CCC(N3CCC(C(=O)NCC(O)CO)CC3)CC2)n1 (stereo not drawn)	-10.6	5.7	-14.6
CCOC(=O)C1CCCN(C(=O)c2cc(-c3ccc(OC)cc3)nc3cc(C(C)(C)C)nn23)C1 (stereo not drawn)	-2.1	10.9	-5.4
COc1ccc(CN2CCN(Cc3c[nH]c4ccccc34)CC2CCO)c(F)c1 (stereo not drawn)	-9.4	11.2	x
N#CC1(NC(=O)c2cnc(-c3ccc4c(c3)OCO4)s2)CCCC1	-12.4	-21.4	x
Cn1cccc1C(O)CNC(=O)NC1CCN(c2ccccc2)CC1 (stereo not drawn)	-6.1	0.8	-12.7
O=C(NCc1ccccn1)c1c[nH]c2ccccc12	-4.6	25.8	-4.4
COc1cccc(NC(=O)C2(C)Cc3ccccc3C(=O)O2)c1 (stereo not drawn)	-6.5	-9.0	x
COc1cc2c(cc1C1Nc3ccccc3C(=O)N1C)OC(C)C2 (stereo not drawn)	-12.2&-2.2	-0.9&-0.2	x
CN(Cc1ccc2c(c1)OCCO2)C(=O)c1cc2c([nH]c1=O)CCCC2=O	-12.1	4.9	x
CCOC(=O)c1nn(-c2ccccc2C)c(=O)cc1N1CCN(c2cccc(C(F)(F)F)c2)CC1	-6.9	6.1	x
COc1ccc(CSc2n[nH]c(=O)n2C)c(Cl)c1	-4.9	2.9	x
CC(=O)N1N=C(c2ccccc2)CC1c1ccc(N(C)C)cc1 (stereo not drawn)	-1.6	-9.2	1.4
Cc1ccc(NC(=O)N2CCC3(CC2)SCCN3C(=O)CC(C)C)cc1	-8.2	28.5	-5.4
CCc1sc(C=O)cc1COc1ccccc1Cl	-4.0	-12.1	x
Cc1occc1C(=O)NCC(CO)Cc1cccs1 (stereo not drawn)	-4.4	1.0	x
CC(C)c1nnc(C2CN(C(=O)N(C)C)CC23CCOCC3)o1 (stereo not drawn)	-9.8	x	-5.1
COc1cc(Nc2nccn3c(-c4ccc(C)cc4)cnc23)cc(OC)c1OC	-7.4	-1.9	-2.5
CC(C)c1ccc(C(NC(=O)c2cnn(C)c2)C(C)C)cc1 (stereo not drawn)	-6.6&-13.2	7.7&13.6	-6.9
CC1=C(C(=O)c2ccc(Cl)cc2)C(c2ccccc2F)NC(=O)N1 (stereo not drawn)	-1.9	0.5	x
CCC(C(=O)N1CCC[C@@H]1C(=O)NCCCNC(C)=O)c1ccccc1 (stereo partly drawn)	-4.2	6.2	-4.3

Entries above that have four or more nitrogen atoms:
Compound	hcGAS lum	NPYLR7 agonist	mcGAS inh
Cc1cccc(CN2CCC(N3CCC(C(=O)NCC(O)CO)CC3)CC2)n1 (stereo not drawn)	-10.6	5.7	-14.6
CCOC(=O)C1CCCN(C(=O)c2cc(-c3ccc(OC)cc3)nc3cc(C(C)(C)C)nn23)C1 (stereo not drawn)	-2.1	10.9	-5.4
Cn1cccc1C(O)CNC(=O)NC1CCN(c2ccccc2)CC1 (stereo not drawn)	-6.1	0.8	-12.7
CCOC(=O)c1nn(-c2ccccc2C)c(=O)cc1N1CCN(c2cccc(C(F)(F)F)c2)CC1	-6.9	6.1	x
CC(C)c1nnc(C2CN(C(=O)N(C)C)CC23CCOCC3)o1 (stereo not drawn)	-9.8	x	-5.1
COc1cc(Nc2nccn3c(-c4ccc(C)cc4)cnc23)cc(OC)c1OC	-7.4	-1.9	-2.5

More structures follow.
Compound	hcGAS lum	NPYLR7 agonist	mcGAS inh
COCCN(CC(=O)Nc1cc(-c2ccccc2)nn1-c1ccccc1)C(=O)/C=C/c1ccc([N+](=O)[O-])cc1	-0.9	1.2	-3.4
CN(Cc1ccn[nH]1)C(=O)CCC(=O)NC1CCCC1	-6.1	2.1	-12.3
COc1ccc(C(=O)NCC(=O)N=Nc2c(O)[nH]c3ccccc23)cc1	-4.9	-3.4	-7.6
CCN(CC)C(=O)C1CCN(c2nc3nonc3nc2NC2CC2)CC1	-6.4	-4.6	x
COc1cccc(C(=O)N/N=c2\oc3ccc(Br)cc3cc2-c2nc3ccccc3[nH]2)c1	-4.0	-4.8	x
O=C(NCC1Cc2cc(F)ccc2O1)c1ccc2ccccc2c1 (stereo not drawn)	2.9	-12.9	x
O=C(NCCC1=CCCCC1)C1CCC(=O)N(Cc2ccccn2)C1 (stereo not drawn)	-9.6	17.2	-12.0
C=CCN=C1NN=C(c2ccc3c(c2)-c2ccccc2C3)CS1	-9.6	3.2	-14.1
O=C(NC1CCN(c2c(F)cccc2F)C1=O)C1CC1c1ccco1 (stereo not drawn)	-5.9	3.0	x
CC1CCN(C(=O)Cn2nc(C3CC3)c3cnn(-c4cccc(Cl)c4)c3c2=O)CC1	-3.6	3.1	x
Cc1cc(S(=O)(=O)N(C)C)cc(NC(=O)CCNC(=O)C23CC4CC(CC(C4)C2)C3)c1C	5.6	-2.8	-3.5
COc1ccc(C(=O)N2CCN(c3nc(-c4ccc(C)cc4)nc(C)c3C(C)C)CC2)c(OC)c1	-2.3	-8.3	-3.4
CN(C(=O)c1sccc1OC(F)F)c1nc2ccccc2s1	-8.6	3.3	x
CN(Cc1ccc(Cl)s1)Cn1nc(-c2cccnc2)n(C2CC2)c1=S	-5.9	5.4	x
CCCC(=O)OCC(O)CNC(c1nc(-c2ccc(Br)cc2)no1)C(C)C (stereo not drawn)	-4.6	22.3	-4.8
CCN(C(=O)c1ccccc1N1CCC(NC(=O)COC)CC1)C1CCCCC1	-3.3	20.5	-5.3
CSc1nc(N2CCCC2)c2cnn(CCNC(=O)c3cccs3)c2n1	-3.5	x	-3.9
COC(C)(OC)c1ccc(C#N)c(SCc2csc(Cc3ccc4c(c3)OCO4)n2)n1	-5.7	4.5	-6.2
C/C=C/COC(=O)C1=C(C)NC(=O)NC1c1ccc(N(C)C)cc1 (stereo not drawn)	-2.2	-4.0	-6.9
CC(C)(C)c1cc2nc(C(=O)NCc3cccc(C(F)(F)F)c3)cc(-c3ccccc3F)n2n1	-2.6	17.9	-5.7
O=C1C(=Cc2ccc3c(c2)OCO3)SC(=S)N1c1ccc2c(c1)OCCO2	-8.2	-8.1	x
Cn1cnc(S(=O)(=O)NC2CCCCCCC2)c1	-9.9	x	-6.2
Cn1c(Cl)cnc1CN(Cc1ccccc1O)C1CCCC1	-3.0	-22.6	x
CCOC(=O)c1sc2nc3c(cc2c1NC(=O)N1CCOCC1)COC(C)(C)C3	-2.4	-14.2	x
CCN1CCN(c2c(CN(CCC(C)C)C(=O)C3CCCC3)c(C)nn2-c2ccccc2)CC1	3.1	-2.9	-1.6
Cc1sc2nc(C(C)Sc3nnc(NC4CC4)s3)[nH]c(=O)c2c1C (stereo not drawn)	-4.1	0.2	x
COc1cc(C)sc1C(=O)N1CCCC2(CC1)CNC(=O)O2 (stereo not drawn)	-2.4	-1.3	x
CC(C)c1ccc(C(C)NS(=O)(=O)c2cccc(S(=O)(=O)N(C)C)c2)cc1 (stereo not drawn)	-1.2	5.6	-10.3
CN(C)c1ncccc1CNC(=O)C1(c2cccs2)CC1(C)C (stereo not drawn)	0.8	-1.6	x
Cc1cc(C(=O)N2CCC(n3nc(C(C)C)cc3C(C)C)CC2)cc(Cl)n1	-5.1	2.7	-7.1
O=c1[nH]c(CN2CCCc3ccccc32)nc2sc3c(c12)CCC3	-11.7	5.3	-4.3
CS(=O)(=O)c1ccc(CN2CCN3C(C(=O)N4CCOCC4)=COC3=NC2=O)cc1	-8.3	3.0	x
O=c1cc[nH]c(=S)[nH]1	1.7&-9.1	-14.7&3.4	-9.3
COCCNC(=O)CCCn1ncn2c(cc3occc32)c1=O	-7.7	6.4	-4.9
CCN(CC)c1onc(-c2ccccc2)c1CN(Cc1ccco1)CC(O)COCc1ccccc1 (stereo not drawn)	0.9	x	0.6
CCOC(=O)c1nc2ccccc2nc1N1CCCN(C(=O)c2cccnc2Cl)CC1	-4.6	4.1	-6.7
O=C(Nn1cnc2c(cnn2-c2ccccc2)c1=O)c1cccs1	0.5	9.6	x
O=C1N[C@H]2[C@H](CS(=O)(=O)[C@H]2CCCCC(=O)OCc2ccc(Cl)cc2Cl)N1	-1.2	3.6	x
O=C(NC1CCCCC1)c1cc(NC(=O)C2CCCCC2)ccc1N1CCN(Cc2ccccc2)CC1	-2.8	15.8	-4.1
O=C(CCC[C@H]1NC[C@@H]2CCCN3CCC[C@H]1[C@H]23)NCC1CC1	-5.7	x	-4.9
CC(=O)Nc1ccc(NC(=O)c2c(C)c(C)nn(C)c2=O)c(Cl)c1	-6.3	9.4	-10.5
CCS(=O)(=O)N1CC[C@H]2C(=O)NCCCCCCN(Cc3ccncc3)[C@@H]2C1	-13.0	x	-5.7
Cc1ccc(C)n1-c1ccsc1C(=O)N1CC=C(c2ccc(O)cc2)CC1	-2.6	4.7	x
COc1ccc(Cl)cc1N1C(=O)CSC1c1ccccc1F (stereo not drawn)	0.8	-2.1	x
COc1ccc(OC)c(-n2c(C)c(C)n3c4c(=O)n(C)c(=O)n(C)c4nc23)c1	-10.0	14.0	x
C=CCn1ccnc1-c1ccccc1OCC	-3.8	21.8	x
N#Cc1nc(NC(=O)c2ccc(N3CCCC3)c(F)c2)[nH]c1C#N	-7.6	8.5	x
c1ncc(CC2CCNCC2)[nH]1	-2.3	-14.0	x
O=C(c1cc(-c2ccccc2)n[nH]1)N1CCc2c([nH]c3ccccc23)C1c1ccccn1 (stereo not drawn)	-1.5	-5.3	-5.2
c1ccc(-c2nnc(SCc3cccnc3)o2)cc1	-8.6	-3.6	x

(list continues)
Compound	hcGAS lum	NPYLR7 agonist	mcGAS inh
CC1CN(CCc2ccccc2)c2nc3c(c(=O)n(Cc4cccc5ccccc45)c(=O)n3C)n2C1 (stereo not drawn)	4.1	2.1	-0.3
O=C(c1ccco1)N1CCCC(C(=O)N2CCN(c3ccccc3O)CC2)C1 (stereo not drawn)	-6.9	8.6	-2.9
CCOc1c(CC)cnc2c1c(=O)n(Cc1cc(OC)cc(OC)c1)c(=O)n2C	-14.3	-1.5	x
COc1ccc(CCN(Cc2sccc2C)C(=O)CN(CCN2CCCC2)S(=O)(=O)c2cccc(C(F)(F)F)c2)cc1OC	8.6	x	1.1
O=C(c1cc2n(n1)CCN(Cc1ccc(Cl)c(Cl)c1)C2=O)N1CCC(N2CCCCC2)CC1	0.6	11.6	-2.8
CC1(C(=O)NS(=O)(=O)c2ccc(F)cc2F)CCN1C(=O)c1ccccc1 (stereo not drawn)	-5.5	-2.5	x
CCn1c(C2CCCNC2)nn(CCSC(C)C)c1=O (stereo not drawn)	-5.1	0.0	-11.6
CC(Sc1nccn1C)C(=O)Nc1cccc(S(=O)(=O)N2CCCCC2)c1 (stereo not drawn)	-5.5	2.3	-7.5
O=C(Nc1nnc(-c2ccccc2Cl)s1)c1ccco1	29.8	-5.7	4.8
COc1cc(Cn2cnc3c(nnn3C)c2=O)cc(OC)c1	-5.4	0.4	x
COc1cccc(CN(CCC(C)C)CC(O)COc2ccc(Cl)cc2)c1OC (stereo not drawn)	-3.6	x	-3.4
CCOc1ccccc1NC(=O)CSc1nc(=O)n(CCCN2CCOCC2)c2c1CCCC2	0.7	-3.5	-0.3
COc1nc(-c2ccccc2F)n(-c2ccc(NC(=O)Nc3ccc(F)cc3F)cc2)n1	-3.2	6.1	-8.1
COCCCN(Cc1c(C)nn(-c2ccccc2)c1N1CCN(C)CC1)C(=O)CSc1ccccc1	-9.6	1.0	-5.2
CCN(C1CCCCC1)S(=O)(=O)c1ccccc1C#N	-11.0	5.1	x
COc1cccc(CC(=O)N2CCC3(CC2)OCc2cccc(OC)c2O3)c1	-1.7	1.0	-4.9
CC1(Cc2ccc(Cl)cc2)C(=O)Nc2ccc(S(=O)(=O)NC3CCCCC3)cc21 (stereo not drawn)	0.0	0.3	x
CC1Cc2cc(-c3cc(CNC(=O)C4CCN(S(C)(=O)=O)CC4)no3)ccc2O1 (stereo not drawn)	5.8	-1.3	x
COc1cccc(-c2nc3ccc(C)cn3c2NCc2ccccc2)c1	-8.3	7.6	-5.9
CN1C(=S)N(c2cccc(F)c2)C(=O)/C1=C\c1cccc(OCCO)c1	-7.0	9.0	-2.1
COc1cccc(-c2cccc(-c3ccc(NC(=O)c4c(-c5c(Cl)cccc5Cl)noc4C)cc3)n2)c1	-4.8	3.3	-7.1
CCOC(=O)C1(Cc2ccccc2C(F)(F)F)CCN(C(C)CSC)CC1 (stereo not drawn)	-9.5	-3.1	-12.0
COCCNC(=O)[C@@]1(OCc2cccc(C(F)(F)F)c2)CC(OCc2ccc(C#N)cc2)[C@@H]2OC(C)(C)O[C@@H]2C1 (stereo partly drawn)	7.8	3.8	2.2
CCCc1nc(N(C)CC2CCCN(C)C2)c2cnn(C)c2n1 (stereo not drawn)	-8.1	x	-6.3
Cc1ccc(-n2c(SCc3ccc([N+](=O)[O-])cc3)nc3c(c2=O)SCC3)cc1	-9.2	-1.8	x
CCN1CCC(N(C(=O)C2CCCc3ccccc32)C2CC2)CC1 (stereo not drawn)	-2.6	1.8	x
CCN(CC)CCNC(=O)c1cc2c(s1)CS(=O)(=O)C2	-3.8	3.3	-3.2

Taken from above:
Reading of Cc1ccc(-n2c(SCc3ccc([N+](=O)[O-])cc3)nc3c(c2=O)SCC3)cc1 under hcGAS lum: -9.2
Reading of CCN(CC)CCNC(=O)c1cc2c(s1)CS(=O)(=O)C2 under mcGAS inh: -3.2
Reading of CCCc1nc(N(C)CC2CCCN(C)C2)c2cnn(C)c2n1 (stereo not drawn) under hcGAS lum: -8.1
Reading of CCN1CCC(N(C(=O)C2CCCc3ccccc32)C2CC2)CC1 (stereo not drawn) under NPYLR7 agonist: 1.8
